Screening data deposited in PubChem by several laboratories.
PKA-R2B activ: activators of human PKA-R2B complex; PKA-R2B holoenzyme dissociation, Cy5-IP20 fluorescence polarization; R2B truncated from residue 108, S112A mutant; 0% DMSO only, 100% 113 µM cGMP; activation, % at 11.4 µM; 0.079% of 340,000 active; AID 504700;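 active = activation above a cutoff set at the mean over all compounds plus 3 SD, cut at about 18% in these data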;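 note: higher means more holoenzyme dissociation and a rise in polarization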
RTF Ca sens act: increases calcium sensitivity of human cardiac regulated thin filaments | activation, % at 7.2 µM | IANBD-labeled TnC RTF fluorescence at EC20 calcium; 0% EC20 calcium, 100% full calcium | 0.24% of 340,000 active;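 active = activation above the mean over all tested compounds plus 3 SD, cut at about 30% in these data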;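 note: rise in fluorescence read as greater calcium sensitivity of cardiac thin filaments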
Keap1 Nrf2 FP: Keap1-Nrf2 (human) interaction inhibition; Q14145; Keap1 Kelch-Nrf2 peptide fluorescence polarization, 1536-well; inhibition, % at 9.4 µM; 0.15% of 340,000 active; AID 504523; in the data active = inhibition above about 12%; inconclusive = no clear call, values can overlap the other calls; inactive = below about 7.3%;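 note: human Keap1 Kelch domain with fluorescein labeled Nrf2 9mer peptide probe; 0% = neutral control wells and 100% = peptide positive control; higher means more block of Keap1 binding to Nrf2 peptide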
CAL PDZ FP-1: inhibitors of human CAL PDZ peptide binding; inhibition, % at 20 µM; AID 504414; 0.02% of 330,000 active; purified CAL PDZ, TMR-peptide fluorescence polarization, 1 h; Q9HD26;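 active = highest replicate inhibition of at least 40%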;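 note: plate controls were DMSO neutral control wells for no effect and unlabeled competitor peptide control wells for full effect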
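Test system: purified CerCALP PDZ construct; Compound dosing: one concentration, 20 µM compound; Also added: TMR-labelled reporter peptide T*-PRC34 bound in PDZ groove; Read-out: inhibition from polarization loss; Controls: unlabelled peptide and DMSO controls; Signal: FP readout, S and P plane fluorescence; Incubation: 1 h at RT.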
Rtt109 Vps75: inhibitors of Candida albicans Rtt109/Vps75 histone acetyltransferase; 0.16% of 330,000 active; purified Rtt109/Vps75, ThioGlo CoA-SH fluorescence, 4 h; Q5AAJ8; inhibition, % at 34.9 µM;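 active = inhibition of at least 50% in every replicate; inconclusive = best replicate reaches 50% inhibition but some replicates fall short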
Target sequence (Q5AAJ8 whole entry, looked up): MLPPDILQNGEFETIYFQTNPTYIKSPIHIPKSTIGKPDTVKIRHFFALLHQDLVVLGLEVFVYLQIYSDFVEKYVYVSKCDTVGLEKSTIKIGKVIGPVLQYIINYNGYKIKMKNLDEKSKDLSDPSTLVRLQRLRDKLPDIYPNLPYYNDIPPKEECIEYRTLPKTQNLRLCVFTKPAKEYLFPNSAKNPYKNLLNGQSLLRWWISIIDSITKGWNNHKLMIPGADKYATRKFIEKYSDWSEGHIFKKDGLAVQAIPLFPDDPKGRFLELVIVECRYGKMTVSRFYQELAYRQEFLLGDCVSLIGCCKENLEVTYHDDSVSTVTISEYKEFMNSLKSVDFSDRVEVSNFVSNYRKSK
CAL PDZ FP-2: blocks peptide binding to the human CAL PDZ domain | purified CAL PDZ, TMR-peptide fluorescence polarization, 1 h | inhibition, % at 24.9 µM | 0.92% of 300,000 active | AID 602252;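 active = mean inhibition of at least 30% with at least half of replicates also reaching 30%; inconclusive = no clear call, values can overlap the other calls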;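 note: 0% = DMSO neutral control and 100% = excess unlabeled competitor peptide PRC23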
RTF Ca sens inh: cardiac RTF calcium desensitization; P19429+P45379; IANBD-labeled cardiac RTF, Ca2+ fluorescence; inhibition, % at 7.15 µM; 0.12% of 340,000 active; AID 493244;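 active = inhibition above the mean inhibition of all tested compounds plus 3 SD, cut at about 17% in these data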;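 note: assay run at fixed EC70 calcium of 1.6 mM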
C-LANA FP: KSHV C-LANA DNA binding inhibition; 0.078% of 340,000 active; MBP-C-LANA/FAM-LBS DNA binding, fluorescence polarization; inhibition, % at 9 µM;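 active = highest replicate inhibition at or above 60% at 9 µM, even if other replicates fall short; inactive = all replicates below 60% inhibition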;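 note: 0% = neutral control wells and 100% = 4 µM acridine orange control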
SR-BI DiI-HDL act: SR-BI HDL lipid transfer activation | CHO ldlA[mSR-BI] cells, DiI-HDL uptake fluorescence, 3 h; 100 = double the neutral-control signal | activation, % at 12.5 µM | AID 504775 | 0.096% of 320,000 active;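 active = mean replicate activation of at least 60% and every replicate at or above 60%; inconclusive = mean or all-replicate condition met, but not both; inactive = mean below 60% and not all replicates reaching 60%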;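 note: 0% = median plate neutral-control signal and 100% = twice that signal; values of inactives mirror those of a sister screen read the other way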
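Test system: SR-BI-overexpressing, LDLR-lacking CHO cells; Also added: labelled HDL, 10 µg/mL; Measured by: bottom-read cell fluorescence after medium removal, ex 550/em 595 nm; Timing: 3 h uptake period with compound, 37 °C; Buffer or medium: F12, 0.5% BSA, 25 mM HEPES; Doses: single compound concentration, delivered by pin transfer.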
DAGLB inhibitor: blocks human DAGLB lipase activity; Q8NCG7; HEK293T DAGLB membrane lysate, EnzChek fluorogenic substrate; inhibition, % at 5.17 µM; 0.059% of 340,000 active; in the data active = inhibition above about 34%;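 note: 0% = enzyme with vehicle and 100% = wells lacking enzyme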
Target sequence (Q8NCG7 whole entry, looked up): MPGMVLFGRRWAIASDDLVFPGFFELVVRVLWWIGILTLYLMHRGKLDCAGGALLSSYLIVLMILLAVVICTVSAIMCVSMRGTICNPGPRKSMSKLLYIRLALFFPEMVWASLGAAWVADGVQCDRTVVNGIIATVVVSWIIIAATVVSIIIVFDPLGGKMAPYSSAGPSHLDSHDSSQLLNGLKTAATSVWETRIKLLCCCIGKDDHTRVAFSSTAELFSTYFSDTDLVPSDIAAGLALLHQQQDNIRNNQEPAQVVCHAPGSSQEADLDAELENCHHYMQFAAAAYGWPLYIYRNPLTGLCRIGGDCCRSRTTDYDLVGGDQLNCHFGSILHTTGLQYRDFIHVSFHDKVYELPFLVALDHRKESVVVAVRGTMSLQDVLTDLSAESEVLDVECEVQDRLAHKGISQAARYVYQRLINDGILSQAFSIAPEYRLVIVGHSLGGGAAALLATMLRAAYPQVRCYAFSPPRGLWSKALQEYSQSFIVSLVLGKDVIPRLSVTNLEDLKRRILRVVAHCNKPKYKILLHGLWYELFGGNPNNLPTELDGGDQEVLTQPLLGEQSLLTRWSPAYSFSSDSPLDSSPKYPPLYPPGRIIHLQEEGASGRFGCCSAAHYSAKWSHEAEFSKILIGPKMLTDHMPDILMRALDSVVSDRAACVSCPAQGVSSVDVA
* hit, by the source's call; ? = inconclusive; . = not tested or not shown.

SMILES	PKA-R2B activ	RTF Ca sens act	Keap1 Nrf2 FP	CAL PDZ FP-1	Rtt109 Vps75	CAL PDZ FP-2	RTF Ca sens inh	C-LANA FP	SR-BI DiI-HDL act	DAGLB inhibitor
O[C@@H]1[C@@H](O)C=C2CCN3Cc4cc5c(cc4[C@H]1C23)OCO5 (stereo partly drawn)	3	2	0	0.0	0	5	9	-3.6	-9	-2
O=C(Oc1ccc(Br)cc1)c1cncc(Br)c1	-5	-1	2	0.3	-4	1	-13	0.3	10	-2
COc1cccc(C(=O)NC2CCN(CC(=O)Nc3nccs3)CC2)c1	1	4	2	-2.7	14	-8	-3	2.5	22	-1
COC(=O)C1=CO[C@@H](C)[C@H]2CN3CCc4c([nH]c5ccccc45)[C@@H]3C[C@H]12	-7	-1	-2	0.5	6	-2	12	1.8	-2	2
NC(=O)N/N=C/c1sc(=O)n(-c2ccccc2)c1Cl	-6	8	4	-0.1	-2	5	-2	2.3	3	-2
Cc1ccc(CNC(=O)CCC(=O)N2CC(C)Oc3ccc(Cl)cc32)cc1 (stereo not drawn)	2	8	-2	-0.8	-10	.	0	-0.9	-4	-2
Cc1ccc(OCC(=O)Nc2nnc(-c3ccco3)s2)cc1	-6	3	-2	-0.6	20	-4	-12	0.1	33	-1
C=C[C@H](CC(C)C)N(Cc1ccccc1)S(=O)(=O)N(Cc1ccc(OC)cc1)[C@H](C=C)CC(C)C	2	0	-5	-0.1	3	-1	3	-0.4	8	-7
Cc1cc(C)c(CN2CCC(CO)(CCOc3ccccc3)CC2)cc1C	-21	3	-5	-3.2	-1	-2	-9	-0.2	-36	-5
COc1c(C)cc(C(=O)C2CCCN(Cc3cnc(N4CCOCC4)s3)C2)cc1C (stereo not drawn)	-5	1	-5	-0.5	2	-3	-8	-0.5	3	0
CCCOc1ccc(Cc2c(Cl)nc(SC)nc2OC)cc1	-9	-4	-4	-1.5	-20	-7	10	-0.3	6	-12
O=C(Oc1ccc(-c2nnco2)cc1)N1CCCCC1	-9	-4	2	-2.6	0	6	0	1.9	23	2
CCOc1ccc2nc(N3C(=O)/C(=C/c4ccccc4)NC3=S)sc2c1	-6	0	-10	0.8	2	-3	3	0.0	26	5
CN(C(=O)COC(=O)c1n[nH]c2ccccc12)c1ccccc1	3	3	2	-0.2	3	.	-5	1.6	7	1
CC(=O)NNC(=O)c1nc(-c2ccccc2)c(C)o1	-6	4	-6	-0.1	-2	0	-3	-2.2	11	-1
CCOC(=O)COc1ccc(S(=O)(=O)Nc2ccc3c(c2)OCCO3)cc1	2	1	-3	-0.2	5	-7	-6	0.0	2	-2
Cc1cccc(/C=N/NC(=O)c2cccc(NC(=O)c3ccccc3)c2)n1	-6	9	-1	-3.8	.	-1	1	-1.2	-42	-2
COc1ccc(C(=O)OCC(=O)NCCCc2ccccc2)cc1[N+](=O)[O-]	-2	-3	1	-2.9	-4	-2	0	0.4	0	-5
O=C(O)c1ccnc(C(=O)O)c1	-2	6	2	-3.8	21	0	1	0.6	-2	0
O=C(Cn1nc(-c2ccccc2F)ccc1=O)Nc1ccc(S(=O)(=O)N2CCCCCC2)cc1	-8	3	5	1.9	-12	1	-18	2.0	-7	-1
O=C(CN1C(=O)CCSc2ccccc21)Nc1ccccc1	-3	-1	-5	-1.7	-1	.	-9	-0.3	6	-1
Cc1csc(NC(=O)Nc2ccccc2[N+](=O)[O-])n1	13	-1	1	-0.3	-5	-5	-13	-1.5	-2	1
COc1ccccc1CN(Cc1nc2ccccc2c(=O)[nH]1)C(=O)Nc1ccccc1	-2	5	2	-2.9	14	-4	-5	-0.9	4	-3
CCN(c1ccccc1)S(=O)(=O)c1ccc(OC)c(OC)c1	-5	2	-6	-1.4	-15	.	-2	0.1	-10	-7
COc1cccc(CCC(=O)Nc2cccc(S(=O)(=O)N3CCCC3)c2)c1OC	-7	-4	-2	0.4	-8	3	-5	-0.3	-49	-3
CC#CCN1c2ccccc2[C@]23C[C@@H](C(=O)OC)N(C(=O)C4CCC4)C2=NC(C(=O)OC)=C(C(=O)OC)[C@H]13	-4	5	-5	-0.1	4	-4	6	0.8	-2	2
CCc1nonc1NC(=O)c1oc2ccc(F)cc2c1C	-3	6	-4	-0.1	-4	.	-2	-0.8	6	-2
COc1ccc(C)cc1NC(=O)Nn1cnnc1	6	1	5	-2.8	6	-4	-9	0.4	-30	2
CCOC(=O)[C@H]1[C@H]2COc3ccccc3[C@@H]2N2C(=O)c3cc(OC)c(OC)cc3NC(=O)[C@@]12C	14	4	-8	-1.9	12	-4	1	-1.9	-24	0
COc1cc(OC)cc(C(=O)N[C@H](C(=O)Nc2cc(C)cc(C)c2)C(C)C)c1	-8	-3	1	0.3	-7	5	17	1.1	-29	0

Entries from the list above containing a furan ring, fused or not, in the order listed:
SMILES	PKA-R2B activ	RTF Ca sens act	Keap1 Nrf2 FP	CAL PDZ FP-1	Rtt109 Vps75	CAL PDZ FP-2	RTF Ca sens inh	C-LANA FP	SR-BI DiI-HDL act	DAGLB inhibitor
Cc1ccc(OCC(=O)Nc2nnc(-c3ccco3)s2)cc1	-6	3	-2	-0.6	20	-4	-12	0.1	33	-1
CCc1nonc1NC(=O)c1oc2ccc(F)cc2c1C	-3	6	-4	-0.1	-4	.	-2	-0.8	6	-2

Remaining list, next part
SMILES	PKA-R2B activ	RTF Ca sens act	Keap1 Nrf2 FP	CAL PDZ FP-1	Rtt109 Vps75	CAL PDZ FP-2	RTF Ca sens inh	C-LANA FP	SR-BI DiI-HDL act	DAGLB inhibitor
CN(C)S(=O)(=O)c1cccc(C(=O)Nc2cc(Cl)cc(Cl)c2)c1	3	3	-5	-3.2	4	-5	-6	-1.4	-73	0
NC(=O)CSc1n[nH]c(=O)n1CCc1ccccc1	0	2	-2	0.2	-6	.	-8	-0.6	-1	-1
Clc1ccccc1CSc1nnc(-c2ccccn2)n1Cc1ccco1	-1	-6	-5	-2.2	3	2	0	0.0	0	-4
CC(C)Cn1c(C(C)NC(=O)Cc2ccccc2)nc2ccccc21 (stereo not drawn)	8	3	0	-0.9	-1	-3	-8	-0.7	-12	1
COc1ccc(-c2nc(N)nc(C)c2Oc2ccccc2Br)c(O)c1	15	-2	-1	-0.4	-8	-2	-6	1.9	5	-3
CC(=O)Nc1cccc(C(=O)Nc2cccnc2)c1	-3	-4	-1	-0.4	-8	1	-4	-1.5	-11	-1
Cc1nc(N2CCC(C)CC2)c2c(C)c(C(=O)Nc3ccc4c(c3)OCCO4)sc2n1	-2	-1	3	-1.2	3	0	-3	0.4	-69	-3
Cc1ccc(N(Cc2ccccc2)C(=O)c2ccc(F)c(S(=O)(=O)N3CCOCC3)c2)cc1	-1	8	-4	-0.7	29	-3	-3	-0.6	-2	-5
CCc1ccc(-c2ccc(C(=O)O)c(C)n2)cc1	-6	3	-3	-0.3	1	0	-8	2.0	22	-1
Cc1ccc(N(CC(=O)Nc2c(C)n(C)n(-c3ccccc3)c2=O)S(C)(=O)=O)cc1C	1	2	-7	.	1	2	-7	2.7	41	3
CCOC(=O)CNC(=O)C(NC(=O)C1CCC(C)CC1)C(C)CC (stereo not drawn)	-10	-2	0	-0.3	6	-1	-2	1.2	4	-3
O=C1CC(N2CCCCC2)C(=O)N1c1ccccc1 (stereo not drawn)	-5	12	-4	-0.5	-10	-1	0	0.2	21	1
O=C(CCN1C(=O)C2C3CCC(C3)C2C1=O)Nc1ccc([N+](=O)[O-])cc1 (stereo not drawn)	-4	4	-3	-1.1	-5	-8	3	2.2	34	-2
Cc1nn(C(C)(C)C)c(OC(=O)CC(C)C)c1S(=O)(=O)c1ccccc1	-5	-7	-4	-0.1	-1	10	-3	-3.1	-19	-8
COc1c(C)cc(C(=O)C2CCCN(C(=O)C3=C(C)OCCO3)C2)cc1C (stereo not drawn)	-14	1	-4	0.5	2	-2	-5	-0.3	.	0
COc1ccc(N=C2C(=O)Nc3ccc(C)c(Br)c32)cc1	-2	-3	3	1.0	0	-2	0	0.4	-22	-2
Cc1ccc(S(=O)(=O)N2C(=O)CCC2C(=O)N2CCN(C)CC2)cc1 (stereo not drawn)	-5	0	-2	-1.9	1	-1	-5	-0.7	42	0
Cc1cc(C)n(CCSCC(=O)O)n1	-3	0	1	-0.8	-3	8	-6	-0.4	-3	-1
Cc1ccc(N2C(=O)Nc3ccccc3C2(O)C(=O)NCCCOC(C)C)cc1C (stereo not drawn)	2	8	-1	-0.6	5	-2	-1	0.4	-23	2
O=C1NC(=O)C(c2ccccc2)(c2ccc(Cl)cc2Cl)N1 (stereo not drawn)	5	-2	-7	0.3	6	-4	-11	0.2	-13	4
Cc1cc(=O)oc2cc(OCC(=O)Nc3ccc4[nH]c(=O)[nH]c4c3)ccc12	-11	9	0	-1.0	-4	2	9	0.5	?	-3
COc1ccc(S(=O)(=O)N2CCC(C(=O)Nc3ccc(S(=O)(=O)N4CCCC4)cc3)CC2)cc1OC	-3	1	-1	-2.9	13	-2	-1	-0.2	-4	1
Cc1nnc(NC(=O)Nc2ccc(Cl)c(Cl)c2)s1	-9	1	-5	-1.0	0	.	-1	-0.6	19	-3
Cc1cc(C)c(S(=O)(=O)N2CCCC(C(=O)NCCC3=CCCCC3)C2)c(C)c1 (stereo not drawn)	-6	-1	0	-0.1	-1	1	0	-0.1	-23	0
COc1ccc(NC(=O)CSCC(=O)N(C)CCOc2ccc(Cl)cc2)cc1	-2	1	1	-2.3	3	-1	-11	1.5	17	-1
COc1cccc(CCNc2ccc(N3C(=O)CC(C)C3=O)cc2[N+](=O)[O-])c1 (stereo not drawn)	-8	5	-5	-0.4	6	-1	-19	-1.7	-51	7
CCn1c(SCC(=O)N/N=C/C=C\c2ccccc2[N+](=O)[O-])nc2ccccc21	2	2	-3	-3.2	3	.	-9	1.0	-37	0
COc1ccc(-c2ccc(=O)n(Cc3c(F)cccc3Cl)n2)cc1	6	-5	-4	-2.4	12	-2	0	4.3	-8	0
CCOC(=O)c1cnc2c(cnn2C)c1NCc1ccc(OC)cc1	3	1	-2	0.8	1	-3	4	-1.1	-79	-5
CCOC(=O)c1c(CN(CC)CC)oc2cc(Br)c(O)cc12	-6	6	-2	-3.5	9	.	-2	-0.6	.	2
CCOc1ccc(C(C)=O)cc1CSc1nnc(-c2cccs2)n1CC1CCCO1 (stereo not drawn)	0	5	-1	-1.8	-2	1	7	1.1	-11	3
N=c1c(C(=O)NCC2CCCO2)cc2c(=O)n3ccccc3nc2n1Cc1ccc(Cl)cc1 (stereo not drawn)	-3	5	0	-3.4	-86	-1	-9	6.6	5	3
